EWS-Fli inh: EWS/Fli-driven NR0B1 reporter inhibitors, primary screen, A673 cells, NR0B1 luciferase, luminescence, MLPCN library; inhibition, % at 12.6 µM; 350,000 compounds, 0.67% hits; viability-normalised;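 active = mean inhibition of at least 50% after viability correction, with every replicate also passing that limit; inconclusive = mean reaches 50% but only one of two replicates passes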;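 note: firefly luciferase signal divided by Alamar Blue viability fluorescence both relative to DMSO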
DENV2 CPE rescue: inhibitors of DENV2 cytopathic effect, primary screen, cell-based, plate reader, single concentration. 350,000 compounds, 1.7% hits. DENV2-infected cells, cytopathic effect rescue. CPE inhibition, % at 9.99 µM; in the data active = CPE inhibition above about 20%, passing the limit was not always enough; inconclusive = no clear call, values can overlap the other calls; tested in BHK-21 cells;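 note: 0% = median of neutral control wells and 100% = median of positive control wells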
Casp6 inh: human caspase-6 inhibitors, primary screen, biochemical, VEID-R110 fluorescence, single point, set 2. purified caspase-6, Z-VEID-R110 cleavage fluorescence. inhibition, % at 12.5 µM. P55212. 350,000 compounds, 0.53% hits;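 active = mean inhibition across replicates at least about 35%, with every replicate also reaching that limit, limit read from the data; inconclusive = only one of the two criteria met; inactive = neither criterion met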;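 note: 0% = median of neutral control wells and 100% = no fluorescence left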
Target sequence (P55212 24-179 limits assumed): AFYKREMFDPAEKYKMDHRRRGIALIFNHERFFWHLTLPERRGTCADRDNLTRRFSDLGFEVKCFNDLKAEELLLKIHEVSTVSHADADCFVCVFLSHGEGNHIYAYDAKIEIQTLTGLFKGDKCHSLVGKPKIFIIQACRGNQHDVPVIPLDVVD
Target sequence (P55212 194-293 limits assumed): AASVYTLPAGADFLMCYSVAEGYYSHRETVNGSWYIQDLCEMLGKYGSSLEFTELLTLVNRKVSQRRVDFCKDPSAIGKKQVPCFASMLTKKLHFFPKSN
SIRT5 inh: SIRT5 desuccinylase inhibitors, primary screen, biochemical, fluorescence imaging, single point, set 5 | NAD-dependent protein deacylase sirtuin-5, mitochondrial (Homo sapiens), Q9NXA8 | Purified SirT5, succinyl-peptide AMC, trypsin-coupled fluorescence | inhibition, % at 15 µM | 330,000 compounds, 1.1% hits; in the data active = inhibition above about 15%; inconclusive = no clear call, values can overlap the other calls
Target sequence (Q9NXA8 whole entry, looked up): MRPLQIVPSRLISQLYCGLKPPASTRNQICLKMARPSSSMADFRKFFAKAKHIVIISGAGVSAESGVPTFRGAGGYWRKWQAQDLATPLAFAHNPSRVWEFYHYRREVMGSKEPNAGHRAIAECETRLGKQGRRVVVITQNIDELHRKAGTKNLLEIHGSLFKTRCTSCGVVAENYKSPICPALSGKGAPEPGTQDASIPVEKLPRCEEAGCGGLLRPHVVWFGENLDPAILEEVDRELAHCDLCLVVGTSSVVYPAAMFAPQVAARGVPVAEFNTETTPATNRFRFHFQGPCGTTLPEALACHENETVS
ARNT TACC3 PPI: disruptors of ARNT/TACC3 protein interaction, primary screen, biochemical, AlphaScreen, single concentration; inhibition, % at 9.99 µM; 390,000 compounds, 0.66% hits; AlphaScreen His-ARNT PAS-B/GST-TACC3 binding, luminescence; TACC3 fragment carries E629A point mutation; Transforming acidic coiled-coil-containing protein 3 (Homo sapiens), Q9Y6A5;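 active = mean inhibition of replicates at least 50% and at least half of replicates each reaching 50%; inconclusive = half or more replicates reach 50% but mean below 50%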;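 note: 0% = complete ARNT plus TACC3 wells and 100% = ARNT alone without TACC3; many hits fall short of the cut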
LGR2 inh: inhibitors of bursicon-induced LGR2 CRE-luciferase signal, primary screen, cell-based, HEK293, CRE-luciferase reporter, bursicon stimulation | Drosophila bursicon receptor LGR2 (rickets) | bursicon-stimulated, 4 h | inhibition, % at 9.99 µM | 380,000 compounds, 0.35% hits | AID 720647, 2013;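 active = drop in luminescence signal, shown as inhibition above about 50% in the replicate tests, limit read from the data, passing the limit was not always enough; inconclusive = probably only some replicates passing the limit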;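 note: agonist challenge used bursicon conditioned medium at about half maximal strength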
PAX8 reporter: inhibitors of PAX8-driven TPO luciferase reporter, primary screen, RMG-I cells, single concentration; SteadyGlo, 24 h; inhibition, % at 12.6 µM; 360,000 compounds, 1.2% hits; AID 652154, 2013;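 active = mean replicate inhibition at least 60% with every replicate also reaching 60%; inconclusive = only one of the two criteria is met; inactive = mean below 60% and not all replicates reaching 60%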;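 note: luciferase light reporting Pax8 driven TPO promoter activity; plate controls were median of neutral control wells for no effect and mitoxantrone controls for full effect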
The depositor's hits bear a star; ? = inconclusive; / = not tested or not shown; & = joins results of further samples.

SMILES | EWS-Fli inh | DENV2 CPE rescue | Casp6 inh | SIRT5 inh | ARNT TACC3 PPI | LGR2 inh | PAX8 reporter
O=C(N/C=C/c1ccco1)Nc1cccc(Cl)c1 | -13 | -6 | 23 | 2 | / | 5 | 4
C[C@H](CO)N1C[C@H](C)[C@H](CN(C)CC2CCOCC2)Oc2ncc(-c3ccc(C#N)cc3)cc2C1=O | -7 | 10 | 0 | -3 | 1 | 18 | -4
COCCNC(=O)c1c(N)n(/N=C/c2ccc(F)cc2)c2nc3ccccc3nc12 | -7 | -3 | -3 | -12 | / | 11 | -16
O=C(NCc1ccc(F)cc1)c1cc(C2CCCN(C(=O)c3ccc4c(c3)CCO4)C2)on1 (centres undefined) | 15 | -10 | 0 | -2 | / | -1 | 3
C[C@H](CO)N1C[C@H](C)[C@@H](CN(C)S(=O)(=O)c2ccc3ccccc3c2)OCc2cn(nn2)CCCC1=O | -8&-5&-2 | 17&3 | 0&-1 | 1&0 | -5 | 9&2 | -16&7&5
CN(C)c1ccc(C=c2c3ccccc3n3c2c2ccccc2[n+]3C)cc1 | 8 | -5 | -26 | 0 | 11 | 30 | 88*
COC(=O)C[C@@H]1CC[C@H]2[C@H](COc3ccc(NC(=O)Nc4cccc(C#N)c4)cc3C(=O)N2C)O1 | 34 | -10 | -2 | 0 | 13 | 11 | 4
CC(C)NC(=O)COc1coc(CN2CCN(Cc3ccccc3)CC2)cc1=O | / | 3 | 2 | -4 | -13 | 1 | -4
COc1ccc2c3c(n(C)c2c1)[C@H](CO)N(Cc1ccccc1F)CC31CN(C(C)=O)C1 | 9 | 5 | 9 | 3 | / | 7 | -25
CN(C)CCN[C@H]1CCC2C3CC=C4C[C@@H](O)CC[C@]4(C)C3CC[C@@]21C (some centres undefined) | 10 | -6 | -6 | 1 | 6 | -2 | 1
O=C(c1ccc2c(c1)OCO2)N1CC2(C1)[C@H](c1ccccc1)[C@H](CO)N2C(=O)C1CC1 | / | 38* | 2 | -5 | / | -24 | /
COc1ccc(-c2ccc([C@@H]3[C@@H](CO)N(C(=O)C4CCCCC4)[C@H]3C#N)cc2)cc1 | -1 | 0 | 1 | 2 | 6 | -2 | -32
CCN1/C(=C2\OC(=S)N(C)C2=O)C=Cc2ccccc21 | -9 | / | -3 | -4 | -9 | -33 | 26
COc1ccc(Cc2nc(C)cc(Cl)n2)cc1[N+](=O)[O-] | 9 | 2 | 4 | -1 | -6 | -11 | 29
COc1ccc(CNC(=O)CCSCc2ccccc2C)cc1 | 4 | -9 | 6 | -4 | 1 | 20 | -16
CCOc1cc(S(=O)(=O)N2CCN(S(=O)(=O)CC)CC2)c(OCC)cc1-n1cnnn1 | -1 | 7 | 1 | 0 | 7 | 22 | -11
CC(=O)N(C)C[C@H]1Oc2cc(C#Cc3ccccc3)ccc2S(=O)(=O)N([C@@H](C)CO)C[C@@H]1C | -16 | 1 | 0 | 5 | 3 | 1 | /
Cc1ccc(NC(=O)c2ccc3c(=O)n4c(nc3c2)CCC4)cc1S(=O)(=O)N(C)C | -17 | / | 12 | -5 | 16 | -11 | -9
CC(C)CCNC(=O)CCCc1ccccc1 | -1 | -10 | 1 | 3 | -1 | -47 | -14
COc1ccc(CN(C)C[C@H]2OCCCC[C@@H](C)Oc3ccc(NC(=O)NC(C)C)cc3C(=O)N([C@H](C)CO)C[C@@H]2C)cc1 | 1 | ? | -8 | 8 | -5 | -8 | -17
Nc1ncc2c(n1)-c1cc(Cl)ccc1SC2 | 3 | 2 | 24 | 6 | 6 | / | -11
CC(=O)c1cccc(Nc2nc(-c3sc(C)nc3C)cs2)c1 | -22 | 4 | -2 | 0 | -3 | / | -2
O=C(NCc1ccccc1)c1cccc(COc2ccccc2Cl)c1 | / | / | -1 | -1 | / | / | -99
Cc1ccccc1NC(=O)N1CCN(c2ncccn2)CC1 | 6 | 1 | 3 | 6 | / | 9 | 10
O=C(C[C@@H]1CC[C@@H]2[C@H](COC[C@@H](O)CN2C(=O)Cc2ccccc2)O1)NC1Cc2ccccc2C1 | -2 | 4 | / | / | 4 | -11 | 4

Looked up one by one from above, two records:
SMILES | EWS-Fli inh | DENV2 CPE rescue | Casp6 inh | SIRT5 inh | ARNT TACC3 PPI | LGR2 inh | PAX8 reporter
CCN1/C(=C2\OC(=S)N(C)C2=O)C=Cc2ccccc21 | -9 | / | -3 | -4 | -9 | -33 | 26
COc1ccc(CNC(=O)CCSCc2ccccc2C)cc1 | 4 | -9 | 6 | -4 | 1 | 20 | -16

Additional compounds follow.
SMILES | EWS-Fli inh | DENV2 CPE rescue | Casp6 inh | SIRT5 inh | ARNT TACC3 PPI | LGR2 inh | PAX8 reporter
C/C=C/c1ccc([C@H]2[C@@H](CO)N[C@@H]2CNC(=O)c2ccccc2F)cc1 | -2 | -3 | 4 | -1 | -2 | -3 | -3
COc1ccc(CN(C)C[C@H]2Oc3ccc(NC(=O)CCN4CCOCC4)cc3C(=O)N([C@H](C)CO)C[C@@H]2C)cc1 | -4 | -3 | 1 | 6 | -4 | -9 | -2
O=C(c1cc(-c2ccc(F)cc2)nc2ccccc12)N1CCN(C2CCS(=O)(=O)C2)CC1 (centres undefined) | -22 | 12 | 0 | -1 | / | -11 | -26
CC(C)CC#Cc1ccc2c(c1)O[C@@H](CN(C)S(=O)(=O)c1cccc(F)c1)[C@@H](C)CN([C@@H](C)CO)S2(=O)=O | 18 | 9 | -1 | 20* | 5 | / | /
O=C(CSc1nnc(-c2ccco2)o1)NCCc1ccccc1 | 2 | -3 | -2 | -3 | 1 | -7 | 4
COc1cc(OC)cc(C(=O)N[C@H](C(=O)Nc2ccc3c(c2)OCO3)C(C)C)c1 | 9 | -3 | -1 | -5 | 34 | -6 | 7
CCCCSCCCNC(=O)Nc1cccc(OC)c1 | -7 | -6 | 0 | -3 | 5 | 6 | /
CCOC(=O)N1CCN(C(=O)COC(=O)c2ccc(S(=O)(=O)N(CC)CC)cc2)CC1 | -3 | -4 | -2 | -2 | -2 | 33 | -6
Cc1ccc(N2C(=O)CCC2(C(N)=O)c2ccccc2)cc1 (centres undefined) | 2 | 14 | 0 | -1 | -4 | -2 | 7
O=C(c1ccccn1)N1CC2(C1)[C@@H](c1ccccc1)[C@@H](CO)N2C(=O)C1CCCCC1 | -2 | 4 | / | -3 | / | 6 | /
O=C(COc1ccc(S(=O)(=O)N2CCOCC2)cc1Cl)NC1CC1 | 12 | 5 | 5 | -3 | -2 | 9 | -4
Cc1noc(C)c1NC(=O)Nc1ccc2c(c1)C(=O)N([C@@H](C)CO)C[C@@H](C)[C@@H](CN(C)C(=O)C1CCCCC1)OCCCC[C@H](C)O2 | -4 | -4 | -1 | 0 | -10 | -22 | 1
O=C(NC(=S)Nc1ccc(S(=O)(=O)Nc2nccs2)cc1)c1ccccc1 | / | / | / | / | -4 | 6 | -21
COc1cc(OC)c2c(-c3ccccc3)cc(=O)oc2c1C(CCN1CCCC(C)C1)c1ccc(N(C)C)cc1 (centres undefined) | 10 | -15 | 1 | / | 45* | / | 21
CCOC(=O)Cc1ncccc1C(=O)Nc1ccc(OC(F)(F)F)cc1 | 8 | -4 | 0 | 0 | 8 | 20 | 1
Cc1cnc(C(=O)OCC(=O)c2cccc3ccccc23)cn1 | 2 | -5 | 2 | -1 | 5 | 1 | 6
CCN(CC)C(=O)C1CCCN(C(=O)c2ccc3nc(-c4cccc(OC)c4)oc3c2)C1 (centres undefined) | -45 | 11 | 3 | 2 | / | -32 | -30
CO[C@H]1CN(C)C(=O)c2ccc(NS(=O)(=O)CC(F)(F)F)cc2OC[C@H](C)N(CC2CCCCC2)C[C@@H]1C | -12 | -8 | 6 | 13 | / | 6 | -1
COc1cccc(CC2(CO)CCCN(Cc3ccc4c(c3)OCCO4)C2)c1 (centres undefined) | 1 | 9 | -6 | 0 | 0 | 5 | 7
N#C[C@H]1[C@H](c2ccc(C#Cc3ccccc3F)cc2)[C@@H](CO)N1C(=O)C1CCCCC1 | 66* | 12 | -2 | 3 | 47* | 34 | 59
CCN1CCN(c2nc3ccccn3c(=O)c2/C=C(\C#N)S(=O)(=O)c2ccccc2)CC1 | -6 | -3 | -22 | 6 | 39 | -3 | 14
CS(=O)(=O)N1CC(=O)N2[C@H](CO)[C@H](c3ccc(C#CCc4ccccc4)cc3)[C@@H]2C1 | -8 | 8 | 5 | -3 | / | 18 | -17
C[C@@H]1CN([C@@H](C)CO)C(=O)Cc2cc(NS(=O)(=O)c3ccc(Cl)cc3)ccc2O[C@H]1CN(C)C(=O)Nc1ccccc1 | -17 | 6 | 0 | 12 | -6 | 7 | -3
CN(C)C(=O)C[C@H]1C=C[C@H](NC(=O)c2ccc(F)cc2)[C@H](CO)O1 | / | -1 | 0 | -4 | 1 | 3 | /
Cc1nnc(N/N=C/c2ccccc2F)n1N | 2 | 20 | 8 | 0 | 2 | -5 | 20
(cont.)
SMILES | EWS-Fli inh | DENV2 CPE rescue | Casp6 inh | SIRT5 inh | ARNT TACC3 PPI | LGR2 inh | PAX8 reporter
NS(=O)(=O)c1ccc(NC(=O)CN2CCN(S(=O)(=O)/C=C/c3ccccc3)CC2)cc1 | 11 | -3 | 5 | -3 | 2 | 4 | 11
CCCN(CCC)S(=O)(=O)c1ccc(N2CCCC2=O)c([N+](=O)[O-])c1 | 2 | -6 | 0 | -4 | -5 | 9 | 7
COc1ccc(OC)c(C(=O)c2ccc(Cl)cc2)c1 | 6 | 2 | -1 | -1 | -4 | 1 | 3
NC(N)=NCC(O)CN(c1ccccc1)c1ccccc1 (centres undefined) | -1 | -7 | 2 | -3 | / | / | 21
C[C@H](CO)N1C[C@H](C)[C@@H](CN(C)C(=O)Nc2ccc(C(F)(F)F)cc2)Oc2c(NS(=O)(=O)c3ccc(Cl)cc3)cccc2C1=O | 0 | 7 | -1 | -1 | -4 | -9 | /
Cc1cc2ncn(C(=O)c3ccc(F)cc3)c2cc1C | 2 | 2 | 0 | -2 | -3 | -10 | 0
COc1cccc(-c2ccc([C@H]3[C@@H](CO)N4CCCCN(C(=O)c5ccc(F)cc5)C[C@@H]34)cc2)c1 | 5 | 1 | 0 | -2 | 2 | 20 | -8

By substructure, the compounds so far containing a Cl atom (eight)
SMILES | EWS-Fli inh | DENV2 CPE rescue | Casp6 inh | SIRT5 inh | ARNT TACC3 PPI | LGR2 inh | PAX8 reporter
O=C(N/C=C/c1ccco1)Nc1cccc(Cl)c1 | -13 | -6 | 23 | 2 | / | 5 | 4
COc1ccc(Cc2nc(C)cc(Cl)n2)cc1[N+](=O)[O-] | 9 | 2 | 4 | -1 | -6 | -11 | 29
Nc1ncc2c(n1)-c1cc(Cl)ccc1SC2 | 3 | 2 | 24 | 6 | 6 | / | -11
O=C(NCc1ccccc1)c1cccc(COc2ccccc2Cl)c1 | / | / | -1 | -1 | / | / | -99
O=C(COc1ccc(S(=O)(=O)N2CCOCC2)cc1Cl)NC1CC1 | 12 | 5 | 5 | -3 | -2 | 9 | -4
C[C@@H]1CN([C@@H](C)CO)C(=O)Cc2cc(NS(=O)(=O)c3ccc(Cl)cc3)ccc2O[C@H]1CN(C)C(=O)Nc1ccccc1 | -17 | 6 | 0 | 12 | -6 | 7 | -3
COc1ccc(OC)c(C(=O)c2ccc(Cl)cc2)c1 | 6 | 2 | -1 | -1 | -4 | 1 | 3
C[C@H](CO)N1C[C@H](C)[C@@H](CN(C)C(=O)Nc2ccc(C(F)(F)F)cc2)Oc2c(NS(=O)(=O)c3ccc(Cl)cc3)cccc2C1=O | 0 | 7 | -1 | -1 | -4 | -9 | /

Screening data from PubChem.
